Autophagy mod: autophagy modulators in MEF cells, primary screen, imaging, high-content, MEF GFP-LC3. MEF GFP-LC3 puncta imaging; test concentration mostly 10 µM. calls only at 10 µM (by protocol). 0.98% of 190,000 active. AID 463193, 2010;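 active = percentage of spot-positive cells more than 3 SD above its plate mean, without a fluorescence outlier flag or 80% toxicity; inconclusive = no clear call, values can overlap the other calls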;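 note: spot-positive cell cutoff set from DMSO-treated cells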
MT stabilize HCS: microtubule stabilizers in HeLa cells, primary screen, imaging, high-content imaging; HeLa tubulin immunostaining HCS, 24 h; share of cells brighter than vehicle mean+2SD; % tubulin-high responders, % at 10 µM; 0.83% of 200,000 active; AID 2205, 2009;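 active = plate Z-score above 3 for both tubulin-high and condensed-nucleus cell shares, with cell loss under 80%, at 10 µM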;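 note: anti alpha tubulin signal scored within the nucleus-defined area of each cell; some results filed as inactive read as strong as hits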
P. falciparum M17LAP: P. falciparum M17LAP inhibitors, primary screen, biochemical, fluorogenic H-Leu-NHMec substrate, 1536-well (AID 1619); Leucine aminopeptidase (Plasmodium falciparum (isolate 3D7)); recombinant M17LAP, H-Leu-NHMec fluorogenic kinetic assay; higher % means a stronger effect; inhibition, % at 30 µM; hits with a dose series show IC50 in µM; 0.38% of 220,000 active;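 active = compound inhibiting the enzyme by more than half at any dose during confirmatory dose-response retesting; inconclusive = strong single-dose inhibitors picked by rank but not retested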;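 note: plate controls were full reaction with DMSO carrier for no effect and no enzyme background for full effect; strong numbers were not always called active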
HEK293 NOD2/NF-kB: NOD2 signaling inhibitors, cell-based, luminescence, uHTS, HEK293 (AID 1566); one-dose inhibition, % at 4 µM; EC50 in µM for titrated hits; 0.63% of 290,000 active; HEK293 NOD2/NF-kB luciferase reporter, luminescence; higher % means a stronger effect; in the data active = inhibition above about 50%; note: many of its hits are not listed in these tables
NOD1 NF-kB reporter: NOD1 signaling inhibitors, primary screen, cell-based, luminescence, uHTS (AID 1578); 1% of 290,000 active; NOD1-driven NF-kB luciferase reporter cells, luminescence; higher % means a stronger effect; inhibition, % at 4 µM; hits with a dose series show EC50 in µM; in the data active = inhibition mostly above about 36%, no sharp cut-off; inactive = mostly below about 34%;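 note: HEK-293T reporter cells stimulated with the NOD1 agonist gamma-tri-DAP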
Yfh1-off respiration: enhancers of respiration in Yfh1-depleted yeast, dose response, Friedreich's ataxia, plus single-dose screen (AID 1465). one-dose fold induction at 50 µM; EC50 in µM for titrated hits. S. cerevisiae Yfh1-off respiration, WST-1 reduction, 72 h; higher fold induction means a stronger effect. 0.074% of 220,000 active;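 active = fold induction of absorbance versus untreated yeast above a set limit, then at least 30% activation at any dose in follow-up; inconclusive = repeats straddling the limit, or above it without dose testing; inactive = fold induction below the set limit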;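 note: activators that raise dye reduction in frataxin-depleted yeast; strong numbers were not always called active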
Ins promoter up: insulin promoter activators in MIN6 cells, imaging, high-content screening, mouse beta cells | MIN6 insulin promoter-GFP reporter; hits give high values | z-score at 5 µM | 0.3% of 190,000 active;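 active = z-score above 3 at 5 µM with at least 500 cells counted in the well; inconclusive = wells under 500 cells, flagged as cytotoxic or low count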
Dynein cargo inh: inhibitors of GR-EGFP nuclear translocation, primary screen, dynein cargo transport inhibitor project, imaging, high-content, 3617.4 mouse cells; AID 1381, 2008; z-score, hits read low; 0.47% of 220,000 active; test concentration mostly 20 µM; stimulated with dexamethasone, 1 µM; hits give low values;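 active = plate z-score of nuclear minus cytoplasmic receptor signal below a set negative limit, without overly bright fluorescence or cell loss, cut at about -3.5 in these data, passing the limit was not always enough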;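 note: z-score of nuclear minus cytoplasmic ring GR-EGFP intensity difference per well; some compounds called inactive have numbers as strong as hits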
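medium = tetracycline-free induction medium containing charcoal-stripped FBS | also added = 1.0 µM final dexamethasone stimulus | schedule = 48 h induction, 1 h compound, 30 min dex at 37 °C | technique = fixed, Hoechst-stained cells imaged at 10x for EGFP | measure = GR-EGFP nuclear translocation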
bCat nuc transl: modulators of beta-catenin nuclear translocation, primary screen, imaging, HeLa cells, immunofluorescence, high-content; nuclear translocation activity, % at 5 µM; 0.3% of 190,000 active; AID 1665, 2009;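 active = nuclear translocation activity above 50% at 5 µM, with a well cell count of 50 or more; inconclusive = wells under 50 cells across six images, flagged as toxic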;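 note: per-cell ratio of nuclear to cytoplasmic median beta-catenin stain intensity; plate controls were DMSO negative control for no effect and GSK-3 inhibitor IX positive control for full effect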
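Technique: fluorescence imaging of beta-catenin antibody stain plus DAPI / Material: human HeLa cell line / Incubation: compound treatment 24 h, 37°C, 5% CO2 / Read-out basis: % activation of per-cell nuclear versus cytoplasmic median beta-catenin signal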
Dynein cargo inh cytoplasmic EGFP: second read-out of Dynein cargo inh, no call of its own (marks repeat the call); z-score; measured here: cytoplasmic GR-EGFP intensity; hits give high values
Dynein cargo inh nuclear GR-EGFP: also measured in Dynein cargo inh; calls as there; z-score; measured here: nuclear GR-EGFP intensity;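 lower value marks the stronger effect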
Dynein cargo inh cell count: recorded beside Dynein cargo inh, whose call it bears; z-score; measured here: cell count per field
Ins promoter up cell count: further read-out of Ins promoter up, marked with its call; cell count; measured here: cytotoxicity, nuclei count;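 total cells summed across four imaged fields per well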
bCat nuc transl cell count 5 µM: also measured in bCat nuc transl; calls as there; cell count; measured here: cell count, cytotoxicity flag
MT stabilize HCS Hoechst-high %: recorded beside MT stabilize HCS, whose call it bears; % Hoechst-high responders; measured here: nuclear condensation Hoechst responders;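 share of cells brighter than vehicle mean plus two SD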
MT stabilize HCS cytotoxicity %: also measured in MT stabilize HCS; calls as there; toxicity, %; measured here: cytotoxicity by cell density;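 0% = mean cell density of plate MIN control wells and 100% = no cells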
Autophagy mod cell loss 18 h: also measured in Autophagy mod; calls as there; toxicity, %; measured here: cell loss, nuclei count;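 cell loss after 18 h compound exposure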
* = called active by the depositor; i = inactive; ? = inconclusive; . = no result given. Not all compounds are listed; the hit share may differ from the screen's.

SMILES | Autophagy mod | Autophagy mod cell loss 18 h | MT stabilize HCS | MT stabilize HCS Hoechst-high % | MT stabilize HCS cytotoxicity % | P. falciparum M17LAP | HEK293 NOD2/NF-kB | NOD1 NF-kB reporter | Yfh1-off respiration | Ins promoter up | Ins promoter up cell count | Dynein cargo inh | Dynein cargo inh cytoplasmic EGFP | Dynein cargo inh nuclear GR-EGFP | Dynein cargo inh cell count | bCat nuc transl | bCat nuc transl cell count 5 µM
CC(C)Cn1c(O)c(N=NC(=O)c2cccc(S(=O)(=O)N3CCCCC3)c2)c2ccccc21 | i | 5 | 7.0 | 2.1 | 4.7 | 4% | 27% | 37% | i | . | . | 1.6 | -0.2 | 0.61 | -0.99 | -1.8 | 865
CCCCCCCn1c(NC(=O)CC)nc2ccccc21 | . | . | . | . | . | 0% | -3% | 109%* | i | -1.9 | 644 | -0.27 | -0.25 | 0.51 | -0.19 | 1.5 | 1310
CCc1ccc(NC(=O)Cn2nnc(C(=O)NCc3cccs3)c2N)cc1 | i | 27 | 3.3 | 2.2 | 4.7 | -3% | 17% | -4% | i | 1.4 | 1347 | 0.18 | -0.2 | 0.42 | -0.1 | -0.7 | 1058
COc1ccc(C2CCCN2C(=O)Nc2ccccc2)cc1OC (stereo not given) | i | 9 | 1.9 | 2.4 | 4.2 | 4% | -2% | -2% | i | -0.32 | 1003 | 1.9 | -0.14 | 1.4 | -0.89 | . | .
CCN(Cc1ccccc1)C(c1ccccn1)c1nnnn1C1CCCCC1 (stereo not given) | i | 2 | 2.4 | 1.5 | 6.4 | 1% | 10% | -29% | i | . | . | -0.075 | -0.28 | -0.68 | 0.16 | . | .
C#CCNC(=O)C1=C[C@H](C2CCCCC2)C[C@H](OCCCCO)O1 | i | 8 | 5.1 | 1.3 | 3.9 | 2% | 4% | -35% | i | 0.94 | 1467 | 2 | -0.077 | 1.7 | -1.8 | -3.2 | 1194
Cc1ccc(C)c(NNC(=O)C(=O)NNc2cc(C)ccc2C)c1 | . | . | . | . | . | -1% | -56% | -4% | i | -0.93 | 1418 | 0.75 | 0.75 | 0.24 | -0.19 | -0.2 | 1303
Cc1nc(N2CCOCC2)c2c(C)c(C(=O)Nc3ccc(F)cc3Cl)sc2n1 | i | 24 | 3.5 | 3.8 | 2.5 | 6% | 7% | -20% | i | 0.18 | 1191 | -1 | -0.39 | -0.48 | 1.5 | 0.4 | 1106
C=CCOc1ccc(/C=C2\C(=N)N3N=C(S(=O)(=O)CC)SC3=NC2=O)cc1OC | i | -11 | 3.0 | 1.8 | 6.8 | 2% | 28% | -16% | i | . | . | -0.62 | -0.24 | -0.21 | 1.1 | 1.3 | 569
COc1cc(OC)c(C2=Nc3ccc(Br)cc3C(c3ccccc3)N2CC(=O)NN)cc1OC (stereo not given) | i | -2 | 2.1 | 1.6 | 5.0 | 12% | 14% | 3% | i | -0.34 | 1292 | 0.11 | -0.39 | 0.23 | 1.7 | 0.5 | 1088
CCNC(=O)COC(=O)c1cc(-c2ccccc2)nn1-c1ccccc1 | i | 13 | 4.1 | 2.6 | 6.9 | -1% | 13% | -17% | i | 1.3 | 1042 | -0.81 | -0.23 | -0.64 | 0.99 | -2.6 | 1061
CCOC(=O)N1CCC(n2c(SCC(=O)NCCC3=CCCCC3)nc3ccccc3c2=O)CC1 | i | 22 | 6.0 | 3.3 | 9.2 | 5% | 10% | 6% | i | -1.7 | 833 | 0.24 | -0.29 | 0.18 | -0.0049 | -0.7 | 1356

Copied from the list.
CCNC(=O)COC(=O)c1cc(-c2ccccc2)nn1-c1ccccc1 in Ins promoter up cell count shows 1042
C=CCOc1ccc(/C=C2\C(=N)N3N=C(S(=O)(=O)CC)SC3=NC2=O)cc1OC in Dynein cargo inh shows -0.62

Following part
SMILES | Autophagy mod | Autophagy mod cell loss 18 h | MT stabilize HCS | MT stabilize HCS Hoechst-high % | MT stabilize HCS cytotoxicity % | P. falciparum M17LAP | HEK293 NOD2/NF-kB | NOD1 NF-kB reporter | Yfh1-off respiration | Ins promoter up | Ins promoter up cell count | Dynein cargo inh | Dynein cargo inh cytoplasmic EGFP | Dynein cargo inh nuclear GR-EGFP | Dynein cargo inh cell count | bCat nuc transl | bCat nuc transl cell count 5 µM
O=C(C1CCC1)N1CCc2cc(S(=O)(=O)NCc3ccccn3)ccc21 | i | -14 | 0.9 | 0.8 | 6.3 | 11% | 23% | 17% | i | -0.7 | 912 | 2.5 | 0.092 | 1.2 | -1.2 | . | .
Cn1c(N2CCCC2)nc2c1c(=O)n(Cc1ccc(F)cc1)c(=O)n2C | i | 17 | 6.2 | 2.8 | 4.7 | 4% | 10% | -13% | i | -0.83 | 1191 | 0.076 | -0.23 | 0.23 | 0.32 | -5.4 | 849
O=C1CSC(c2cn(-c3ccccc3)nc2-c2cccs2)N1Cc1ccccc1 (stereo not given) | i | -3 | 1.5 | 1.9 | 9.4 | -11% | -10% | -23% | . | . | . | -1.4 | -0.027 | -0.67 | 0.55 | . | .
Cc1cccc(N2CCN(S(=O)(=O)c3ccc4c(c3)CCN4C(=O)CCC(=O)O)CC2C)c1 (stereo not given) | i | 17 | 2.7 | 3.4 | 4.4 | -3% | 13% | 8% | i | ? | . | -1.1 | -0.24 | -0.69 | 0.3 | . | .
N#CC1(Cc2ccccc2)c2ccccc2C=CN1C(=O)c1ccccc1 (stereo not given) | i | 39 | 1.4 | 1.1 | 1.2 | 0% | 5% | -2% | i | -0.72 | 836 | -0.078 | -0.37 | 0.0073 | 0.48 | 0.7 | 1115
CCOc1ccc(-c2cc(N)n(S(=O)(=O)c3ccc(OC)cc3)n2)cc1 | i | 0 | 9.8 | 2.4 | 2.8 | 6% | 10% | -3% | i | -1.1 | 997 | 1.2 | 0.16 | 0.75 | -1.9 | . | .
C/C(=N/NC(=O)C1CC1(c1ccccc1)c1ccccc1)c1ccco1 (stereo not given) | i | 8 | 2.8 | 2.6 | 7.4 | 8% | 13% | -21% | i | 0.36 | 1421 | -0.15 | 0.13 | 0.071 | 0.017 | -0.7 | 613
COc1ccc(CN(C(=O)/C=C/C(=O)c2ccc(OC)cc2O)C(C(=O)NC2CCCCC2)c2ccncc2)cc1 (stereo not given) | i | 17 | 3.4 | 4.2 | 9.0 | 17% | 9% | -24% | i | -0.45 | 1208 | -0.58 | -0.28 | -0.55 | 0.73 | -0.5 | 955
COc1ccc(C(=O)NNC2=C(C(=O)C(F)(F)F)CCC2)cc1 | . | . | . | . | . | 8% | 7% | -3% | i | 0.39 | 1327 | 0.25 | -0.21 | 0.11 | -0.67 | 0.5 | 1333
CCOC(=O)N1CCC(NC(=O)C2=CCN(S(=O)(=O)c3ccccc3)CC2)CC1 | . | . | . | . | . | 1% | -11% | -8% | i | -0.21 | 1010 | -1 | -0.21 | -0.12 | 0.68 | -0.5 | 1302
C[C@@H]1C[C@H](Nc2ccccc2)c2ccccc2N1C(=O)c1cccnc1 | i | 8 | 7.2 | 7.2 | 3.1 | 7% | 4% | 44% | i | 2.8 | 1194 | -1.7 | -0.24 | -0.6 | 0.044 | . | .
CCS(=O)(=O)N1CCCC(C(=O)NCc2ccccc2Cl)C1 (stereo not given) | i | 28 | 4.3 | 2.0 | 4.8 | 2% | 6% | -9% | i | 1.1 | 1248 | -0.35 | -0.23 | -0.31 | -0.17 | . | .
COc1ccc(Cl)cc1N(CC(=O)N(C)C)S(=O)(=O)c1ccc(C)c([N+](=O)[O-])c1 | i | 21 | 1.4 | 1.4 | 6.2 | -3% | -11% | -14% | i | -0.87 | 1516 | -0.53 | -0.31 | -0.16 | 1.3 | 0.2 | 1549
COc1cccc(NC(=O)CS(=O)(=O)c2cn(CC(=O)N3CCOCC3)c3ccccc23)c1 | i | -28 | 1.8 | 1.2 | 4.5 | -3% | 3% | -33% | i | 0.64 | 1226 | -0.16 | -0.28 | -0.11 | 0.51 | -0.4 | 1082
Cc1cccc(C)c1NC(=S)N(Cc1ccccc1)Cc1cccnc1 | i | 1 | 2.2 | 1.8 | 1.4 | -1% | 8% | -16% | i | -0.24 | 1227 | 0.76 | -0.14 | 0.57 | -0.34 | . | .
COC(=O)C(C)N1CCC(=O)c2ccccc2S1(=O)=O (stereo not given) | . | . | . | . | . | 15% | 3% | 3% | i | -0.78 | 1008 | -0.54 | -0.8 | -0.31 | 0.42 | -0.3 | 1172
COCCSc1ccccc1C(=O)N1CCCC(C)C1 (stereo not given) | i | -4 | 3.0 | 3.0 | 11 | -3% | 8% | -17% | i | 0.32 | 1660 | 0.37 | -0.3 | 0.46 | 0.85 | 0.7 | 865
Cc1ccc(Cl)cc1N1CCN(C(=O)C2CCN(c3nnc(-n4cccc4)s3)CC2)CC1 | i | 6 | 2.8 | 2.7 | 8.9 | 2% | 25% | 23% | i | 0.54 | 1557 | -0.88 | -0.16 | -0.25 | -0.33 | 3.5 | 1023
COC(=O)c1ccc(NC(=O)CN2C(=O)CNC2=O)cc1 | i | 15 | 7.4 | 3.6 | 14 | 8% | -19% | -1% | i | 0.94 | 829 | -0.37 | -0.29 | -0.19 | 1.1 | -1.3 | 1189
